# RGS4-Gao reg: modulates binding of RGS4 to human Galphao; binding response (% of control), % at 10 µM; P09471; Multiplexed bead flow cytometry; actives lie on both sides; 0.33% of 220,000 active; in the data active = binding response below about 49% or above about 150%; inactive = in between;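 also: fluorescent Galphao activated with aluminum fluoride binding bead-coupled RGS4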
# Bcl-W Bim block: human Bim-Bcl-W interaction inhibition. bead-based flow cytometry, Bim peptide-Bcl-W binding. inhibition, % at 10 µM. 0.02% of 190,000 active;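 also: 0% = bound tracer without compound and 100% = peptide blocker; higher means less fluorescent Bim peptide bound to Bcl-W beads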
# Bim-Bfl-1: inhibitors of Bim-Bfl-1 interaction, human; Bead-based flow cytometry, Bim-Bfl-1 binding inhibition; inhibition, % at 10 µM; 0.12% of 190,000 active;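 also: 0% = wells without compound plus tracer and 100% = blocker peptide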
# Bcl-XL Bim block: inhibitors of Bim-Bcl-XL interaction, human | 0.04% of 190,000 active | AID 1007 | Bim peptide-Bcl-XL binding, bead flow cytometry, fluorescence | Q07817 | inhibition, % at 10 µM
# Avidin bead fluor: avidin bead compound fluorescence profile; Avidin beads, compound fluorescence 488/530 nm, flow cytometry; hits give high values; fluorescence (KMESF) at 10 µM; 0.38% of 220,000 active; in the data active = fluorescence above about 47; also: inactives centre near 10
# RGS7-Gao: modulates binding of RGS7 to human Galphao. Multiplexed bead flow cytometry; actives lie on both sides. AID 1439. P09471. binding response (% of control), % at 10 µM. 0.35% of 220,000 active; in the data active = binding response below about 49% or above about 150%; inconclusive = no clear call, values can overlap the other calls; inactive = in between;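 also: fluorescent Galphao held in activated GDP-AlF4 state binding bead-coupled RGS7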
# ABCG2 block: blocks JC-1 efflux by human ABCG2 transporter; Q9UNQ0; IgMXP3 cells, flow cytometry; inhibition, % at 6.6 µM; 0.1% of 190,000 active;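 active = inhibition above 80%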;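 also: 0% = DMSO and 100% = nicardipine control wells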
#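 System: two drug-resistant human cell lines, ABCG2 and ABCB1; controls: nicardipine high and DMSO low controls; times: 10 min exposure at 25 °C with rotation, no wash; detection: flow cytometry of retained JC-1 fluorescence; read-out basis: percent efflux inhibition, scaled nicardipine 100% to DMSO 0%; doses: one concentration, 6.6 µM final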
# ABCB1 inh: human ABCB1 inhibition, ABCG2 as counter-screen; P08183; CCRF-Adr cells, JC-1 efflux, flow cytometry; inhibition, % at 6.6 µM; 0.067% of 190,000 active; in the data active = inhibition above about 40%;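 also: 0% = vehicle and 100% = reference inhibitor; higher value means more JC-1 retained so stronger ABCB1 efflux block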
# Target sequence (P08183 whole entry, looked up): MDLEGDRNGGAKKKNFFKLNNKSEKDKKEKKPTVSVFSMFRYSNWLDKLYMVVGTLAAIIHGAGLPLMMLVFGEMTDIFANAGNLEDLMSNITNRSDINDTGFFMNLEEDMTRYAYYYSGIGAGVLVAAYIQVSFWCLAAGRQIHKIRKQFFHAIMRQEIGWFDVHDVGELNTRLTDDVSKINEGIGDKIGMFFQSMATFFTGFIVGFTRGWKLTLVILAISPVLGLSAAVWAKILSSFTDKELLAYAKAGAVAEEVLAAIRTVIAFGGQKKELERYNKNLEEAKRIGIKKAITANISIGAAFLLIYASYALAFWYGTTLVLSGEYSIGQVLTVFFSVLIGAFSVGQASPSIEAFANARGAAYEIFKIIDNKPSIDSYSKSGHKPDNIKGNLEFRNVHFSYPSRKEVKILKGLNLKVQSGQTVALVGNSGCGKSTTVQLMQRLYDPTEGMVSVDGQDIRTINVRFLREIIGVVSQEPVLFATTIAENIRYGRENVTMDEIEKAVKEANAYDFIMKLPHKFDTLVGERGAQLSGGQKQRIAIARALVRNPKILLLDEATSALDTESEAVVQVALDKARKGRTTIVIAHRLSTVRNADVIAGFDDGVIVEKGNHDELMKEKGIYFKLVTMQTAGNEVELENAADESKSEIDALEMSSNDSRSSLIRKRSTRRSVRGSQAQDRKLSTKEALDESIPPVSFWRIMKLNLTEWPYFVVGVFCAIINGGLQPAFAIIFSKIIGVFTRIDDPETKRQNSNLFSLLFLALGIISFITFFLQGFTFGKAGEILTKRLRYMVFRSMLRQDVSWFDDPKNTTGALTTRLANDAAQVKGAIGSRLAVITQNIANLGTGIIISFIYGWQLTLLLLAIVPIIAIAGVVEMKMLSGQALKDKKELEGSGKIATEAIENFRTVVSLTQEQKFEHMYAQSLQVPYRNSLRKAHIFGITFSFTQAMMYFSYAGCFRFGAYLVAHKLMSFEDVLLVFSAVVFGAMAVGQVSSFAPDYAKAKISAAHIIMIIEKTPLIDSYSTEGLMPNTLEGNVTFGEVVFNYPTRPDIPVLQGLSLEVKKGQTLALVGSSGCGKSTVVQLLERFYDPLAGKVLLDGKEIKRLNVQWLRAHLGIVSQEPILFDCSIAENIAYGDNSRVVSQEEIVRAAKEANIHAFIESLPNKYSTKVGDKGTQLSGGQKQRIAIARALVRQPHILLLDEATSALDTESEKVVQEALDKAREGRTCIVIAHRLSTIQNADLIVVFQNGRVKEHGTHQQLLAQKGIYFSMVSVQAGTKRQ
# Bcl-2 Bim block: human Bim-Bcl-2 interaction inhibition; Bead-based flow cytometry, Bim peptide-Bcl-2 binding; inhibition, % at 10 µM; 0.06% of 190,000 active; AID 950; in the data active = inhibition above about 40%; inconclusive = no clear call, values can overlap the other calls;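 also: 0% = no compound wells with probe peptide and 100% = reference peptide inhibitor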
# GSH bead fluor: GSH bead compound fluorescence profile | AID 1776 | fluorescence (KMESF) at 10 µM | GSH beads flow cytometry, compound fluorescence 488/530 nm; hits give high values | 0.25% of 190,000 active; in the data active = fluorescence above about 89;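 also: glutathione beads carrying GST-tagged Bcl family fusion proteins plus one bare bead set; values are compound well signal with DMSO vehicle wells as background; inactives centre near 16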
# Bim-Bcl-B: inhibitors of Bim-Bcl-B interaction, human; Q9HD36; 0.073% of 190,000 active; inhibition, % at 10 µM; bead-based flow cytometry, Bim peptide-Bcl-B binding;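 also: 0% = tracer peptide without compound and 100% = reference inhibitor peptide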
# Active calls of the source: *; ? = inconclusive; . = no result given. Rule as the data show it, unless noted: active = inhibition above about 40%. Not a hit list; any-hit rate near 1.3%.
# The line under a structure holds: Avidin bead fluor, Bim-Bfl-1, ABCB1 inh, Bim-Bcl-B, Bcl-2 Bim block, Bcl-XL Bim block, Bcl-W Bim block, GSH bead fluor, RGS4-Gao reg, RGS7-Gao, ABCG2 block
O=S(=O)(c1ccc(Br)cc1)c1nc(-c2ccco2)oc1NCC1CCCO1 (stereo not given)
→ 7, 0.0, 0.3, -2.0, -2.0, -3.0, -3.0, 10, 101.0, ?, -0.8
COc1ccc(/C=N/NC(=O)CCn2c3ccccc3c3ccccc32)cc1OC
→ 16, 0.0, 0.3, 3.0, 1.0, 0.0, -1.0, 14, 104.8, 106.0, 3.4
CC/C(Cc1ccccc1)=N\NC(=O)c1cc(C)oc1C
→ 11, -5.0, 0.1, -4.0, -3.0, -8.0, -2.0, 19, 100.8, 97.8, -0.5
Cc1ccc(C(NC(=O)N2CCCCC2)=C(Cl)Cl)cc1F
→ 11, -3.0, -1.0, -5.0, -4.0, -7.0, -8.0, 13, 108.6, 108.0, -6.5
CCOC(=O)c1cnc2c(ccc3ccccc32)c1NCCO
→ 7, -2.0, 0.3, -7.0, -6.0, -7.0, -4.0, 14, 99.9, 102.3, 3.4
CN(Cc1nc2ccccc2c(=O)[nH]1)CC(O)COCc1ccco1 (stereo not given)
→ 7, -16.0, 0.5, -9.0, -9.0, -5.0, -2.0, 13, 100.7, 97.9, 1.6
CC(=O)NC1C(=O)N=C(SCC(=O)Nc2cccc(Cl)c2)NC1=O (stereo not given)
→ 31, -6.0, 0.2, -4.0, 0.0, 0.0, -1.0, 11, 103.6, 107.9, 0.9
CCOC(=O)c1c(NC(C)=O)sc2c1CCCNC2=O
→ 6, 2.0, 0.7, 3.0, 0.0, 6.0, 2.0, 13, 85.8, 86.1, 8.8
CC1CCCCN1C(=O)COC(=O)c1n[nH]c2ccccc12 (stereo not given)
→ 6, -18.0, 0.5, -8.0, -15.0, -4.0, 0.0, 42, 99.9, 102.3, 2.1
CN(C)C(=O)CC12CC3CC(C1)CC(CC(=O)N(C)C)(C3)C2
→ 8, -2.0, 0.2, 0.0, 0.0, 0.0, -1.0, 14, 102.9, 97.0, 2.8
CCCCC(=O)Nc1nc(C)c(-c2csc(Nc3ccc(Cl)cc3)n2)s1
→ 12, -9.0, -0.2, -10.0, -7.0, -12.0, 0.0, 37, 99.6, 102.3, -0.5
NS(=O)(=O)c1ccc(NC(=S)NC(=O)/C=C/c2ccco2)cc1
→ 10, 2.0, -1.3, -8.0, 0.0, -6.0, -4.0, 12, 99.2, 99.7, -7.7
O=C(O)c1ccc(-n2nnnc2Oc2ccccc2C(=O)N2CCOCC2)cc1
→ 17, 0.0, 0.4, 0.0, 0.0, -1.0, -1.0, 22, 101.4, 100.8, 1.1
Cc1ccc(C2c3c(-c4ccccc4O)n[nH]c3C(=O)N2Cc2ccncc2)cc1 (stereo not given)
→ 13, -11.0, 3.7, -7.0, -8.0, -7.0, 0.0, 34, 100.8, 97.7, 4.5
COCCCNc1ncnc2c1[nH]c1ccccc12
→ 7, -15.0, 0.5, -9.0, -9.0, -5.0, -3.0, 46, 101.9, 99.6, 2.4

# Reprinted from the part before: 2 compounds; new compounds follow.
# The line under a structure holds: Avidin bead fluor, Bim-Bfl-1, ABCB1 inh, Bim-Bcl-B, Bcl-2 Bim block, Bcl-XL Bim block, Bcl-W Bim block, GSH bead fluor, RGS4-Gao reg, RGS7-Gao, ABCG2 block
Cc1ccc(C2c3c(-c4ccccc4O)n[nH]c3C(=O)N2Cc2ccncc2)cc1 (stereo not given)
→ 13, -11.0, 3.7, -7.0, -8.0, -7.0, 0.0, 34, 100.8, 97.7, 4.5
COCCCNc1ncnc2c1[nH]c1ccccc12
→ 7, -15.0, 0.5, -9.0, -9.0, -5.0, -3.0, 46, 101.9, 99.6, 2.4
O=C(Nc1cnccn1)c1cccnc1
→ 16, -18.0, 0.4, -6.0, -15.0, -9.0, -1.0, 35, 102.5, 98.1, -4.6
CC12CCC(C(=O)N3CCCc4ccccc43)(CC1=O)C2(C)C (stereo not given)
→ 21, -1.0, 0.4, 0.0, -2.0, 0.0, -2.0, 11, 107.6, 101.7, 0.1
CC1CC(C)CN(CCOc2ccc(Cl)cc2Cl)C1 (stereo not given)
→ 45, 0.0, 0.4, -1.0, -2.0, -3.0, -2.0, 20, 93.0, 96.5, 0.7
Cc1ccccc1C(=O)NC(=S)N(C)CCc1ccccn1
→ 13, -2.0, -0.1, 2.0, 0.0, 0.0, 4.0, 13, 102.3, ?, -0.4
O=C1/C(=C/c2ccco2)CCC1C1CCCC1 (stereo not given)
→ ., -2.0, 0.7, -2.0, -3.0, -2.0, -3.0, 13, 95.6, 98.4, 3.3
COc1cc2c(cc1NC(C)=O)CCCC2
→ 7, -10.0, 0.0, -7.0, -10.0, -5.0, 0.0, 41, 105.0, 102.5, 0.5
CN(C)c1ccc(/C=C/C(=O)c2ccccc2)cc1[N+](=O)[O-]
→ 7, 1.0, 1.7, -2.0, -2.0, -3.0, -4.0, 13, 99.9, 104.2, 24.1
O=C(c1ccc(-n2nc(C(F)(F)F)c3c2CCCC3)cc1)N1CCOCC1
→ 10, -2.0, 2.9, 0.0, 0.0, -1.0, 2.0, 13, 97.4, 91.7, 34.7
CCCCNc1nc(CC)c2c(c1C#N)CCCC2
→ 21, 0.0, 0.5, 1.0, 0.0, 0.0, 0.0, 11, 95.9, 100.0, 2.3
NC(=O)/C=C/C(=O)Nc1ccc(Cl)cc1
→ 9, -4.0, 0.4, -3.0, -5.0, 0.0, -2.0, 16, 99.5, ?, 7.1
Cc1nn2c(NCCCN3CCOCC3)c3c(nc2c1-c1ccccc1)CCC3
→ 8, 1.0, 1.6, -3.0, -6.0, -4.0, -1.0, 5, 101.8, 98.9, 2.4
Cc1c(C(=O)NCc2ccc(F)cc2)c(-c2ccccc2)nn1-c1ccccc1
→ 12, 0.0, 1.8, -1.0, -3.0, -2.0, 0.0, 8, 99.9, 107.4, 5.4
CC(C)(C)NC(=O)C(c1ccccn1)N(C(=O)c1ccc2c(c1)OCCO2)C1CCCC1 (stereo not given)
→ 14, -11.0, 1.6, -5.0, -9.0, -11.0, -2.0, 46, 99.1, 98.6, 3.8
CN1C(=O)CC(N2CCN(c3ccccn3)CC2)C1=O (stereo not given)
→ 23, 0.0, 0.3, 2.0, -2.0, 0.0, 0.0, 22, 98.5, 98.2, 1.1
Cc1ccc(CS(=O)(=O)c2ccc(C(=O)N3CCCCC3)cc2[N+](=O)[O-])cc1
→ 20, -4.0, 1.3, -4.0, 2.0, -4.0, -3.0, 11, 97.1, 95.3, 4.0
O=C(Nc1cccc(Cl)c1)Nc1ccccc1NS(=O)(=O)c1cccs1
→ 6, 0.0, -0.2, 1.0, -2.0, 0.0, 0.0, 13, 100.6, 99.3, 0.3
O=C(Oc1ccc(=O)n(-c2ccccc2)n1)c1ccc(F)cc1
→ 16, -6.0, 2.0, -4.0, 0.0, -1.0, 0.0, 12, 103.3, 107.8, 7.6
Cn1c(CNC(=O)c2ccccc2F)nnc1SCc1ccc(F)cc1
→ 13, 0.0, 0.1, -3.0, 0.0, -3.0, -1.0, 4, 101.0, 99.4, 1.7
Cc1ccc(S(N)(=O)=O)cc1NC(=O)C1CC2CCC1C2 (stereo not given)
→ 5, -2.0, 0.2, -3.0, 0.0, -3.0, -1.0, 8, 94.2, 97.6, 6.8
CCOC(=O)CN1CC23C=CC(O2)C(C(=O)NC2CCCCCC2)C3C1=O (stereo not given)
→ 9, -11.0, 0.4, -7.0, -10.0, -6.0, 0.0, 22, 72.8, 94.5, 0.8
Cc1cc(C)n(-c2nc(NCC(C)O)c3c4c(sc3n2)COC(C)(C)C4)n1 (stereo not given)
→ 37, -1.0, 1.2, -2.0, 0.0, -1.0, -1.0, 17, 94.6, 93.4, 5.1
O=C(/C=C/c1cccs1)Nc1ccc(N2CCOCC2)c(S(=O)(=O)Nc2ccccc2Cl)c1
→ 12, 0.0, -0.9, -1.0, -3.0, -5.0, -1.0, 6, 98.9, 99.3, -21.5
O=S(=O)(NC1CCCCCC1)c1cccc2cccnc12
→ 23, -3.0, 0.2, 0.0, 2.0, -2.0, 2.0, 24, 99.1, 100.3, 0.6
N#Cc1c2c(c(NCc3ccco3)n3c1nc1ccccc13)CCC2
→ 6, -1.0, 1.1, -2.0, 0.0, -2.0, -1.0, 25, 95.0, 98.5, 1.8
CCOC(=O)c1c(NC(=O)C(F)(OC)C(F)(F)F)sc(C(=O)N2CCCCC2)c1C (stereo not given)
→ 30, 3.0, 2.1, 0.0, 0.0, 2.0, 2.0, 14, 99.6, 97.3, 6.1
O=C(/C=C/c1cccc(Br)c1)N1CCN(c2ccccn2)CC1
→ 12, -7.0, 0.6, -3.0, 0.0, -3.0, 0.0, 15, 99.2, 95.6, 1.8
COc1ccc(C(=O)COC(=O)CCn2nnc(-c3cccc(O)c3OC)n2)cc1
→ 13, -19.0, 1.2, -9.0, -8.0, -8.0, -2.0, 30, 101.3, 102.7, 11.1
CCCCC(CC)CNC(=O)C(Cc1ccccc1)NS(=O)(=O)c1ccc2c(c1)CCC(=O)N2 (stereo not given)
→ 5, -1.0, -0.2, -4.0, 0.0, 1.0, -2.0, 21, 101.4, 108.4, -0.9
Cc1ccc(-n2cc(CNC(C)Cn3cncn3)c(-c3ccc(F)cc3)n2)cc1 (stereo not given)
→ 10, 2.0, 3.2, 2.0, 1.0, 0.0, -1.0, 23, 95.2, 95.8, 27.0
COc1ccc(C2CC(c3cccs3)=NN2C(=O)CSc2nncs2)cc1OC (stereo not given)
→ 23, -4.0, 1.6, -4.0, 0.0, -1.0, 0.0, 16, 101.7, 99.0, 2.0
Cc1ccc2c(c1)-c1c(cnn1CC(=O)O)CO2
→ 21, -7.0, 0.3, -8.0, -4.0, 0.0, 0.0, 10, 116.6, 103.3, 3.9
O=C(NCC1CCCO1)c1ccc(Oc2ccc([N+](=O)[O-])cc2)cc1 (stereo not given)
→ 4, -4.0, 1.3, -5.0, 0.0, -2.0, 2.0, 22, 91.3, 96.2, 22.6
Cc1cc(=O)[nH]c(SCC(=O)N2CCC(Cc3ccccc3)CC2)n1
→ 13, -7.0, 0.4, -5.0, -4.0, -1.0, 0.0, 14, 96.0, ?, 7.0
O=S1(=O)C=C(Sc2nc3ccccc3s2)c2ccccc21
→ 31, 0.0, 0.1, -7.0, 0.0, -5.0, 0.0, 44, 96.0, 100.3, -0.1
CCOC(=O)COn1c(=O)c(-c2cccs2)[n+]([O-])c2ccccc21
→ 9, 2.0, -0.3, -1.0, 2.0, -4.0, 0.0, 9, 101.9, 102.5, 2.2
COc1ccc(CC(=O)Nc2c3c(nn2-c2cccc(Cl)c2)CS(=O)C3)cc1 (stereo not given)
→ 27, 0.0, 0.3, -2.0, -4.0, -1.0, -3.0, 13, 103.8, 99.8, 0.4
CCc1c(C)sc(NC(=O)c2cc(C(C)C)on2)c1C#N
→ 4, -2.0, -0.1, -9.0, -1.0, -2.0, -5.0, 9, 103.0, 97.7, 1.6
CCC(=O)N/N=c1/sc2ccccc2n1C
→ 12, -6.0, 0.4, -4.0, 1.0, -3.0, 0.0, 11, 100.5, 99.0, 1.7
CCOC(=O)C(C(=O)OCC)C(C#N)c1ccccc1 (stereo not given)
→ 34, -19.0, 1.4, -6.0, -10.0, -5.0, 1.0, 22, 99.5, 98.2, 28.1
O=C(O)[C@H]1CCCC[C@H]1C(=O)NCCc1ccccc1
→ 8, -12.0, -0.4, -6.0, -5.0, -2.0, 1.0, 38, 105.2, 102.5, 0.7
Cc1oc(-c2cccs2)nc1CN1CCC(c2ccccc2)CC1
→ 12, -6.0, 0.6, -6.0, -4.0, -3.0, -5.0, 15, 105.4, 108.5, 0.4
